RAD54 branch: inhibitors of human RAD54 branch migration, primary screen, biochemical, fluorescence, single point. DNA repair and recombination protein RAD54-like (Homo sapiens), Q92698. RAD54 Holliday junction branch migration, FAM/BHQ fluorescence. inhibition, % at 10.4 µM. 360,000 compounds, 0.14% hits. AID 602329, 2012;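 active means mean normalized replicate activity at least 40 and at least half of replicates scoring 40 or more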;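 further: 0% = median of neutral control wells and 100% = median of positive control wells; inhibitors cause a drop in the FAM fluorescence signal; in these data hits start at about 50%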
EWS-Fli block: EWS/Fli-driven NR0B1 reporter inhibitors, primary screen, A673 cells, NR0B1 luciferase, luminescence, MLPCN library. AID 651661, 2012. viability-normalised. 350,000 compounds, 0.67% hits. inhibition, % at 12.6 µM;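 active means mean inhibition of at least 50% after viability correction, with every replicate also passing that limit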;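 further: firefly luciferase signal divided by Alamar Blue viability fluorescence both relative to DMSO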
XiGFP reactiv: activators of inactive X chromosome reactivation, primary screen, imaging, XiGFP fibroblasts, GFP high-content imaging, set 2; XiGFP mouse fibroblasts, % GFP-positive cells imaging, 3 d; cells co-treated with 5-aza-dC sensitizer; scaled so ellipticine positive control = 100%; activation, % at 7.58 µM; 360,000 compounds, 0.055% hits;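 active means mean normalized replicate activation at least 10% and every replicate at or above 10%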;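 further: 0% = median of on-plate neutral control wells and 100% = ellipticine 6 µM median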
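Assay system – SV40-immortalized XiGFP fibroblast cells, line 68-5-11 · Buffer or medium – DMEM supplemented with 5-aza-dC as sensitizing agent · Dosing – one concentration, pinned · Benchmarks – positive control ellipticine, 6 µM final · Times – 3 days compound exposure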
S100A4 inh HTS: inhibitors of S100A4-myosin IIA peptide binding, primary screen, biochemical, fluorescence polarization, TAMRA-MyoIIA peptide | inhibition, % at 10.7 µM | Protein S100-A4 (Homo sapiens), P26447 | AID 652163, 2013 | 360,000 compounds, 0.14% hits;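 active means mean inhibition of at least 70% across replicates, with every replicate also reaching that level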
Target sequence (P26447 whole entry, looked up): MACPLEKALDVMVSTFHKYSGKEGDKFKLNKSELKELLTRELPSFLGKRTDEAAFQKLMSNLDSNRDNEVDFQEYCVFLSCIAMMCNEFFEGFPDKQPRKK
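Assay system: human S100A4 monomer with TAMRA-labelled myosin IIA peptide / Buffer or medium: Calcium-containing HEPES buffer, pH 7.2 / Reagent: TAMRA-labelled myosin IIA heavy-chain peptide probe, 5 nM / Compound: one dose per compound / Timing: polarization read 5 min after assay mix addition, stable 5–60 min / Benchmarks: neutral control DMSO, positive control TFP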
esBAF inh: Bmi1 luciferase reporter increase in mESCs, primary screen, esBAF inhibitor project, mouse ES cells, Bmi1 luciferase knock-in, single point | 24 h; 100% = twice the neutral-well signal | reporter increase, % at 12.5 µM | 350,000 compounds, 2% hits; in the data active means activation above about 40%;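 further: 0% = median of the plate's neutral control wells and 100% = double that signal; a rise in the Bmi1 reporter signal indicates esBAF inhibition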
FN deposition inh: inhibitors of fibronectin matrix deposition, primary screen, AH1F cells, Alexa488-fibronectin fluorescence, plate reader; AID 743247, 2014; inhibition, % at 12.6 µM; 350,000 compounds, 0.086% hits; AH1F fibroblasts, overnight;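 active means mean inhibition across replicates of 30% or more, regardless of how many single replicates reach that level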;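 further: positive control wells lacked labelled fibronectin entirely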
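material = AH1F fibroblast monolayer depositing Alexa488-labelled fibronectin into matrix | amount = 10000 AH1F cells/well | buffer or medium = DMEM plus 2% serum, read in PBS | incubation = 1 h cell adhesion before compound, then overnight fibronectin incubation | detection = fluorescence at 485 nm excitation, 525 nm emission | evaluation = percent inhibition as loss of matrix-bound fibronectin fluorescence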
E-selectin induc: E-selectin induction in HUVECs, primary screen, imaging, HUVEC, immunofluorescence imaging, single point. P16581. normalized: neutral wells 0, TNF-alpha wells 100. activation, % at 7.58 µM. 260,000 compounds, 0.37% hits;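 active means mean E-selectin-positive cell signal at least 10% of the positive control, reached in at least 60% of replicates, without over 20% cell loss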;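 further: in these data hits start at about 27%; measured in HUVEC primary endothelial cells; signal is the percent of cells scored E-selectin positive by PE staining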
Target sequence (P16581 whole entry, looked up): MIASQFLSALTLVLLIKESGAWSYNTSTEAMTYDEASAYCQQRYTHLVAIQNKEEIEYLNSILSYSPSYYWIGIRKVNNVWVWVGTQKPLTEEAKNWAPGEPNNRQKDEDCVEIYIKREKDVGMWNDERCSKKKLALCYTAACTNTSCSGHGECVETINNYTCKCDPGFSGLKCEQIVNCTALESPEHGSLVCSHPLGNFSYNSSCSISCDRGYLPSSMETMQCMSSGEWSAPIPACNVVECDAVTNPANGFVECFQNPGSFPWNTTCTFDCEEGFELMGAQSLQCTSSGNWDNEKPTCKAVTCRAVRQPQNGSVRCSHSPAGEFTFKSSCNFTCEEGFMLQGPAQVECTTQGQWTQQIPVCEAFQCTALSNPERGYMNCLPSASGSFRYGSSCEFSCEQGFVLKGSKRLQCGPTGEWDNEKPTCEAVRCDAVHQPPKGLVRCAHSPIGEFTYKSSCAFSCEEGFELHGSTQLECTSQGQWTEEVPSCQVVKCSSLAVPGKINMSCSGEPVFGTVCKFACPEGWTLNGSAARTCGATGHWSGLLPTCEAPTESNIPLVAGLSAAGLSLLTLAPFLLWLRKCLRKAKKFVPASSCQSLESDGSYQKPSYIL
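Read-out: % PE-positive cells | Test system: HUVEC | Doses: One compound dose added by pin transfer | Buffer or medium: EGM-2 over gelatin coat | Signal: Immunofluorescence imaging | Benchmarks: TNF-alpha, DMSO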
RAD52 inh: RAD52 DNA annealing inhibitors, primary screen, biochemical, FRET, single point, set 2. DNA repair protein RAD52 homolog (Homo sapiens), P43351. recombinant RAD52 DNA annealing, FRET fluorescence. inhibition, % at 18.7 µM. 360,000 compounds, 0.46% hits;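 active means every replicate showing at least 50% inhibition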
* = called active by the depositor; nt = no result given.

SMILES	RAD54 branch	EWS-Fli block	XiGFP reactiv	S100A4 inh HTS	esBAF inh	FN deposition inh	E-selectin induc	RAD52 inh
Cc1ccc(-c2cc3c(nn2)-c2ccccc2C3=O)cc1	-1	84*	-0.1	6	-77	0	nt	1
C[C@@H]1CN([C@H](C)CO)C(=O)CCCn2nncc2CO[C@H]1CN(C)C(=O)Nc1ccc(C(C)(C)C)cc1	5	-8	0.1	5	2	-1	0.3	0
COc1ccc(CCNC(=O)c2cnccn2)cc1	-15	-14	0.2	-5	8	-2	0.9	-14
Cn1cnc(S(=O)(=O)N2CC[C@@H]3[C@H]2c2cc(-c4cccc(F)c4)ccc2N[C@@H]3CO)c1	0	-9	0.0	0	10	-7	-0.1	-11
COc1ccccc1-c1ccc([C@@H]2[C@H]3CN(C(=O)NC4CCCC4)CCCCN3[C@H]2CO)cc1	-8	8	0.1	6	-2	nt	0.2	23
O=C(Cn1cccc1C(=O)c1ccccc1)NCc1ccc(Cl)cc1	nt	-3	-0.2	8	nt	2	1.5	-16
O=C(Nc1nnc(-c2ccco2)o1)c1cccc2ccccc12	nt	-4	0.1	0	nt	-1	0.0	-15
CCOc1ccccc1C1N=C(c2ccc(OC)cc2)CC(c2ccccc2O)N1 (configuration not stated)	nt	-59	0.0	-4	nt	-16	3.2	-45
CC(=O)N(C)C[C@H]1Oc2cc(C#CC3CC3)ccc2S(=O)(=O)N([C@@H](C)CO)C[C@H]1C	nt	-8	-0.8	nt	3	3	0.4	nt
Cc1ccc(Cl)cc1NC(=O)C[n+]1ccc(Cc2ccc([N+](=O)[O-])cc2)cc1	nt	15	0.1	-3	nt	-10	8.5	27
COc1ccccc1CNC(=O)c1ccc(NS(=O)(=O)c2cccs2)cc1	0	2	0.0	3	nt	2	-0.2	-30
COC(=O)C1=C(C(=O)OC)[C@@H]2N(Cc3ccccc3)c3ccccc3[C@@]23C[C@@H](CO)N(C(=O)NC2CCCC2)C3=N1	0	-4	0.3	-16	5	-6	-0.1	-19
COc1ccccc1NC(=O)COC(=O)c1cc(C)nc2ccccc12	18	6	0.0	-1	-3	-2	2.5	-8
COc1ccc(NC(=S)N2CCN(S(=O)(=O)c3ccccc3)CC2)cc1	-6	nt	0.0	6	-1	4	-0.1	-12
COc1ccc(S(=O)(=O)Nc2ccc3c(c2)C(=O)N([C@H](C)CO)C[C@H](C)[C@@H](CN(C)Cc2ccccc2)O3)cc1	8	3	0.1	2	0	nt	-0.2	6
CC(C)NC(=O)Nc1ccc2c(c1)C(=O)N([C@H](C)CO)C[C@@H](C)[C@H](CN(C)S(C)(=O)=O)OCCCC[C@@H](C)O2	-10	3	0.2	-7	-1	-4	nt	15
COc1ccc2[nH]c3c(c2c1)CCN1C(=O)C(CC(=O)NCC24CC5CC(CC(C5)C2)C4)C[C@H](C(=O)N2CCOCC2)[C@@]31C (some centres not stated)	-2	6	0.1	-1	3	-5	-0.1	-7
C[C@@H]1CN([C@@H](C)CO)S(=O)(=O)c2ccc(/C=C/c3ccccc3)cc2O[C@@H]1CN(C)C(=O)Nc1cc(F)ccc1F	5	12	-1.4	-2	2	21	0.5	0
Cc1ccc(S(=O)(=O)c2ccc(NN)cc2)cc1	-5	8	0.2	-1	-2	12	15	-19
C[C@@H]1CCCCO[C@H](CN(C)C(=O)CCC(F)(F)F)[C@H](C)CN([C@@H](C)CO)C(=O)c2cc(NS(=O)(=O)c3cccs3)ccc2O1	-3	-2	0.4	nt	7	nt	0.1	nt
O=C(CSc1nc(C(F)(F)F)cc(=O)[nH]1)N1CCCC1	-4	3	0.3	-4	0	-1	nt	-8
CCc1ccc(/C=C2/SC(=S)N(CCCC(=O)Nc3ccccc3C(=O)O)C2=O)cc1	-3	nt	0.2	0	-37	nt	-0.2	-17
NC(=O)c1ccsc1NC(=O)CSc1nnc(Nc2ccccc2)s1	nt	-5	0.1	-23	nt	0	-0.4	-3
Cc1cc(OCC(=O)N[C@@H](Cc2ccccc2)c2nc3ccccc3[nH]2)ccc1Cl	-3	13	0.0	-2	8	-6	nt	-13
CCN(Cc1ccccc1)S(=O)(=O)c1cc(C(=O)c2c(N)n(C)c(=O)n(C)c2=O)ccc1OC	nt	2	0.1	-6	nt	nt	nt	0

A draw from above in order of length of the SMILES, low to high:
SMILES	RAD54 branch	EWS-Fli block	XiGFP reactiv	S100A4 inh HTS	esBAF inh	FN deposition inh	E-selectin induc	RAD52 inh
COc1ccc(CCNC(=O)c2cnccn2)cc1	-15	-14	0.2	-5	8	-2	0.9	-14
Cc1ccc(S(=O)(=O)c2ccc(NN)cc2)cc1	-5	8	0.2	-1	-2	12	15	-19
Cc1ccc(-c2cc3c(nn2)-c2ccccc2C3=O)cc1	-1	84*	-0.1	6	-77	0	nt	1
O=C(Nc1nnc(-c2ccco2)o1)c1cccc2ccccc12	nt	-4	0.1	0	nt	-1	0.0	-15
COc1ccccc1NC(=O)COC(=O)c1cc(C)nc2ccccc12	18	6	0.0	-1	-3	-2	2.5	-8
CCc1ccc(/C=C2/SC(=S)N(CCCC(=O)Nc3ccccc3C(=O)O)C2=O)cc1	-3	nt	0.2	0	-37	nt	-0.2	-17
Cc1ccc(Cl)cc1NC(=O)C[n+]1ccc(Cc2ccc([N+](=O)[O-])cc2)cc1	nt	15	0.1	-3	nt	-10	8.5	27
COC(=O)C1=C(C(=O)OC)[C@@H]2N(Cc3ccccc3)c3ccccc3[C@@]23C[C@@H](CO)N(C(=O)NC2CCCC2)C3=N1	0	-4	0.3	-16	5	-6	-0.1	-19
C[C@@H]1CCCCO[C@H](CN(C)C(=O)CCC(F)(F)F)[C@H](C)CN([C@@H](C)CO)C(=O)c2cc(NS(=O)(=O)c3cccs3)ccc2O1	-3	-2	0.4	nt	7	nt	0.1	nt

Later entries
SMILES	RAD54 branch	EWS-Fli block	XiGFP reactiv	S100A4 inh HTS	esBAF inh	FN deposition inh	E-selectin induc	RAD52 inh
COc1ccc(CC(=O)OCc2cc3cccc(C)c3[nH]c2=O)cc1	-2	5	nt	1	-4	nt	nt	-8
Cc1cccc(C)c1OCC(=O)NC1CC1	-2	nt	0.0	0	4	9	-0.1	-8
Cc1ccc2sc(NNC(=O)c3cc(=O)c4ccccc4o3)nc2c1C	-2	-26	0.2	-11	19	-18	0.1	-13
CNC(=S)N1C2CCCC1CC(NC(=O)c1ccc(C)cc1)C2 (configuration not stated)	7	9	-0.1	1	-11	-13	nt	-1
NC(N)=NC(N)=Nc1cccc2ccccc12	10	10	0.2	-4	-5	0	-0.2	-4
COc1ccc(C#Cc2ccc3c(c2)O[C@@H](CN(C)C(=O)c2ccccn2)[C@H](C)CN([C@H](C)CO)S3(=O)=O)cc1	-12	12	-0.7	-3	-13	nt	-0.2	-72
CC1Cc2ccccc2N1C(=O)COC(=O)C1=COCCO1 (configuration not stated)	5	nt	nt	nt	3	1	4.4	nt
CC(C)(C)n1nc2c(c1NC(=O)COc1ccc3ccccc3c1)CS(=O)C2 (configuration not stated)	0	-5	0.0	-1	-2	-2	-0.9	-5
O=c1[nH]c(=O)c2nc(-c3ccc(Cl)cc3)cnc2[nH]1	3	-5	0.0	-8	0	1	nt	-17
O=C(N/N=C/c1cccc(O)c1)c1cc2c(ccc3ccccc32)o1	3	nt	0.1	-2	12	nt	-0.2	3
COc1cccc(S(=O)(=O)N[C@H]2CC[C@@H](CCN)O[C@H]2CO)c1	2	-11	0.2	7	-5	-3	-0.1	4
Cc1cccc(C(=O)NNC(=O)CCCCC(=O)NNC(=O)c2cccc(C)c2)c1	-9	3	0.0	1	-3	0	0.0	12
CNC(=O)C[C@H]1CC[C@H]2[C@H](COc3ccc(NC(=O)c4ccc(C(F)(F)F)cc4)cc3C(=O)N2C)O1	-5	-7	0.1	nt	9	-6	0.1	nt
COc1cc(N)c(Cl)cc1C(=O)OCC(=O)N1CCCC1	3	-4	0.4	-1	-5	-4	nt	0
CC(=O)N1C(C(=O)O)Cc2c([nH]c3ccccc23)C1C (configuration not stated)	-12	9	0.0	-15	-4	2	0.0	-6
COc1ccc(/C=C2/C(=O)ON=C2C)cc1Br	-11	0	0.0	0	-7	-4	nt	-15
C[C@@H]1CN([C@@H](C)CO)C(=O)CCCn2nncc2CO[C@H]1CN(C)C(=O)CCCN(C)C	nt	nt	0.0	-38	nt	-3	0.3	-16
CC(C)OCCCNC(=O)c1cc(-c2cccnc2)nc2ccccc12	-2	-5	0.1	0	-3	-5	-0.2	-13
CC(C)(C)C(=O)NCc1ccc(C(=O)CSc2nnc(C3CC3)n2C2CC2)s1	-6	-2	0.0	2	-2	3	nt	-24
CCCCn1c(N)c(N(CC(C)C)C(=O)CSCC(=O)Nc2cccc(C)c2)c(=O)[nH]c1=O	-7	-6	-0.1	0	0	1	0.2	-17
Nc1nnc(CC(=O)N/N=C/c2ccc(-c3ccc(Cl)cc3Cl)o2)s1	nt	-7	-0.3	-1	nt	-9	11	-12
COc1ccccc1CCNC(=O)c1csc2c1CCCC2	7	-7	0.0	-4	4	0	-0.2	-26
CC(=O)Nc1ccc(SCCN2CC[C@@H](O)CCC2=O)cc1	6	-5	-0.2	-6	-3	0	-0.1	-8
COc1ccc(C(=O)N2CCC2(C)C(=O)O)cc1F (configuration not stated)	-1	2	0.4	-3	0	-26	0.0	-9
N#C[C@H]1[C@H](c2ccccc2C2=CCCCC2)[C@H](CO)N1S(=O)(=O)c1cccc(F)c1	nt	-5	0.1	-2	nt	-2	0.0	-6
C[C@H](CO)N1C[C@H](C)[C@H](CN(C)CC2CC2)OCCCC[C@H](C)Oc2ccc(NS(=O)(=O)c3cn(C)cn3)cc2C1=O	3	nt	0.5	4	-1	nt	-0.2	9
O=C(CCOc1ccccc1)NCc1ccccc1	5	nt	nt	nt	4	-2	0.1	nt
CC(OC(=O)Cc1n[nH]c(=O)c2ccccc12)C(=O)Nc1ccc(Cl)cn1 (configuration not stated)	2	5	-0.1	-3	1	0	-0.5	-4
CCOC(=O)N1CCN(C2CCCN(C(=O)c3ccccc3N(C)C)C2)CC1 (configuration not stated)	13	nt	0.0	-5	nt	-1	-0.7	-1

Source: PubChem BioAssay (Broad Institute)
